TDP1 cell noCPT: qHTS for Inhibitors of human tyrosyl-DNA phosphodiesterase 1 (TDP1): qHTS in cells in absence of CPT | DT40 Tdp1-/- hTDP1 cells, no CPT, ATP luminescence, 48 h | Potency, µM (highest dose often 46.2 µM), for inactives: top-dose activity change, negative = growth inhibition, hits mostly inhibitors | 15% of 420,000 active; further: nearly all actives have a fitted effect of over 55% in size
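Luminescent ATP content (CellTiter-Glo) served as the growth readout. Knockout chicken DT40 cells expressing human TDP1 were exposed to compounds without camptothecin for a minimum 48 hr at 37 °C.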
TDP1 block: blocks human tyrosyl-DNA phosphodiesterase 1. recombinant TDP1, AlphaScreen DNA substrate cleavage. 0.28% of 350,000 active. Potency, µM (doses to about 130 µM), inactives show at the highest dose activity change, negative = inhibition, most hits filed as inhibitors; further: nearly all actives have a fitted effect of over 40% in size
Target sequence (Q9NUW8 whole entry, looked up): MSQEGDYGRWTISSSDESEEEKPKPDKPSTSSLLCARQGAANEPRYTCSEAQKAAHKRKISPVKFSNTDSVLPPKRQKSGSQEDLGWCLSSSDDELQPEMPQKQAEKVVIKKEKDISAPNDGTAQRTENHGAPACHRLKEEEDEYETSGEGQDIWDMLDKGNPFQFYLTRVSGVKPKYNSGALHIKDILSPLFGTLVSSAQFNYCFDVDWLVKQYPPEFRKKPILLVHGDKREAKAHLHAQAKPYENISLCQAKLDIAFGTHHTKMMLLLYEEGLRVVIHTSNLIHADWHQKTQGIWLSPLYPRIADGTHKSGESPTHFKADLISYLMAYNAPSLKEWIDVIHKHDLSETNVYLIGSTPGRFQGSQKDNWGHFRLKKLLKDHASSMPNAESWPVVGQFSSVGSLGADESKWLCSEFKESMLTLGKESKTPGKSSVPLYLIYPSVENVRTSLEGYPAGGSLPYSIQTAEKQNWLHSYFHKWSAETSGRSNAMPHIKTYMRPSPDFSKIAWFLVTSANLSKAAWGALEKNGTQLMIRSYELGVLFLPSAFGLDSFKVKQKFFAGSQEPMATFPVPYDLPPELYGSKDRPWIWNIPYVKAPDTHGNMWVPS
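Signal: AlphaScreen proximity between streptavidin donor and anti-FITC acceptor beads on intact substrate. Reaction: Tdp1 1 nM, substrate 15 nM final, 5 min RT after 15 min compound preincubation.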
KAT2A inh: GCN5L2 (KAT2A) acetyltransferase inhibition; Q92830; GCN5L2 HAT assay, ThioGlo1 CoA-SH fluorescence; Potency, µM (highest dose often 58.9 µM), without a hit: at the highest dose activity change, negative = inhibition, hits mostly inhibitors; 0.21% of 390,000 active
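GCN5L2 (20nM final) in 50mM HEPES, 0.1mM EDTA pH 7.5, 0.01% Tween-20 was preincubated 15 min at room temperature with compound, then given ThioGlo1 (50uM), H3(1-25) peptide (75uM) and acetyl-CoA (70uM); CoA-thiol fluorescence (Ex340/Em540) was read at 0 and 20 min.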
* = called active by the depositor; ? = inconclusive; nt = not tested or not shown; & = joins results of further samples; [ ] = dose if it differs, or a comment. The call rests on the fitted dose curve; in most records, active means well fitted curve in the direction sought with a large enough effect; inconclusive means small, poorly fitted or top-dose-only effect, or another doubt; inactive means no such curve, though single readings can be large; an effect the other way counts as inactive or inconclusive. On the % scale 0 is the no-effect control and ±100 the full control effect; potency means the concentration at half of the fitted maximal effect. A portion of the library; count on the stated rates, not on these rows.

smiles	KAT2A inh	TDP1 cell noCPT	TDP1 block
Cc1oc(-c2cccs2)nc1CN1CCN(Cc2ccc(F)c(F)c2)C(CCO)C1 (stereo unspecified)	-5.0%	?	5.4%
CCOC(=O)C1CCN(C(=O)Nc2cccc(OC)c2)CC1	0.6%	-16.6%	nt
CC1CN(C(=O)C(Sc2ccccc2)c2ccccc2)CC(C)O1 (stereo unspecified)	25.4%	?	3.0%
CC1CCC2C(=O)N(c3cc(Cl)ccc3OC(=O)c3ccco3)C(=O)C2C1 (stereo unspecified)	-4.9%	-4.6%	6.3%
COc1ccc(Oc2ncc3nc(-c4ccccc4)c(=O)n(CCC#N)c3n2)cc1	-20.8%	?	nt
Nn1c(SCC(=O)N2CCOCC2)nnc1C1CC1	-9.2%	-7.2%	2.6%
Cc1ccc(-c2nc3nc(C)cc(C)n3c2Nc2ccc3c(c2)OCCO3)cc1	-11.7%	-42.1%	7.5%
CCC1(C)Cc2c(sc3nnn(CC(=O)Nc4cccc5ccccc45)c(=O)c23)CO1 (stereo unspecified)	1.9%	?	4.8%
CCOc1ccc2nc(COC(=O)c3cccc([N+](=O)[O-])c3)c(C(C)=O)[n+]([O-])c2c1	0.5%	-7.9%	nt
Cc1cc(C)cc(NC(=O)CSc2nnc(Cc3cccn3C)n2-c2ccc(F)cc2)c1	-18.2%	-22.1%	9.8%
COc1cc(C(CCN2CCCC2)c2c(OC)cc(OC)c3c(-c4ccccc4)cc(=O)oc23)cc(OC)c1OC (stereo unspecified)	1.5%	20.6µM*	6.2%&7.1%
COc1cc(-c2nc(-c3ccc(C)nc3OC)no2)cc(OC)c1OC	-13.2%	nt	-1.0%
O=C(CN1C(=O)NC2(CCCc3ccccc32)C1=O)c1ccc(F)c(F)c1 (stereo unspecified)	-5.2%	?	1.0%
O=C1/C(=C\c2ccncc2)CCc2ccccc21	-4.1%	14.6µM*	0.0%
CCOC(=O)N1CCC(N2CCN(Cc3ccc(F)c(F)c3)C(CCO)C2)CC1 (stereo unspecified)	1.4%	-25.5%	-2.4%
Cc1ccccc1CC1(CO)CCCN(C(=O)CCCN2CCCCC2=O)C1 (stereo unspecified)	-11.7%	-15.5%	6.1%
Cc1cccc(Cn2c(C(=O)OC(C)C)cc3c2ccn3C)c1	0.0%	?	5.1%
COc1ccc(CCNC(=O)CC2SC(=Nc3cc(C)cc(C)c3)NC2=O)cc1OC (stereo unspecified)	-4.6%	-23.3%	3.0%
CC1=CC(=C(C#N)C#N)C=C(C)N1CCN1CCN(C(=O)Nc2cccc(Cl)c2)CC1	-0.6%	-27.7%	2.3%
CCN(CC)CCCN1C(=O)c2oc3ccccc3c(=O)c2C1c1cccs1 (stereo unspecified)	-0.4%	nt	-9.3%
Cc1ccc([C@@H]2CC=C(C(=O)O)[C@H](c3cccc(Cl)c3)N2S(=O)(=O)c2ccccc2C)cc1	?	-9.4%	3.7%
COc1ccc(CNn2cnnc2)c(O)c1	-21.4%	-1.6%	3.8%
COc1ccc(CN2C(=O)c3cccnc3C2Nc2cc(Cl)c(OC)cc2OC)cc1 (stereo unspecified)	-3.7%	-21.7%	2.1%
O=C(Nc1ccc(C(F)(F)F)cc1)C1CCN(S(=O)(=O)c2ccc(N3CCCC3=O)cc2)CC1	-5.3%	?	-0.3%
Cc1noc(C)c1COC(=O)c1cc(=O)[nH]c2ccccc12	-0.9%	-0.4%	3.0%
COc1cccc(/C=N/NC(=O)C(C)n2nnc3ccccc32)c1 (stereo unspecified)	-0.1%	?	3.2%
Cc1ccc(CN2CCN(Cc3cccn3-c3ccc(Cl)cn3)CC2CCO)o1 (stereo unspecified)	3.8%	-5.9%	nt
COc1ccc(-c2noc(N3CCC(C(=O)N4CCN(c5cccc(OC)c5)CC4)CC3)n2)cc1	-22.9%	3.26µM*	5.4%
COC(=O)c1cc2oc3ccccc3c2n1CC(=O)Nc1cccc(SC)c1	0.7%	-25.0%	6.8%
N#CCCN1CCCN(CCC#N)CCN(CCC#N)CCCN(CCC#N)CC1	-5.7%	9.1%	nt
NC(=O)C1CCCN(C(=S)Nc2ccccc2)C1 (stereo unspecified)	0.5%	-7.2%	0.0%
O=C(/C=C/c1c(Cl)cccc1Cl)N1CCOCC1	-21.7%	?	nt
Cc1ccc(-c2csc3ncn(CC(=O)O)c(=O)c23)cc1C	8.7%	30.7%[activator]	4.7%
CN(C)CCN(Cc1ccccc1)C(=O)[C@H](Cc1ccccc1)N1C(=O)c2ccccc2C1=O	-0.2%	-12.1%	nt
C[C@H](N)CCCC(C)(C)O	4.3%[21.4 µM]	nt	2.2%[56.1 µM]
CC(NC(=S)NC1CCCCC1)C(c1ccccc1)N1CCOCC1 (stereo unspecified)	-4.9%	?	3.6%
CCC1(C)Cc2c(sc3nc(SC)n(Cc4ccccc4)c(=O)c23)CO1 (stereo unspecified)	-3.5%	13µM*	7.0%
CCOC(=O)c1cnc2c(c(C)nn2C)c1Oc1ccc(Cl)cc1	-2.0%	?	0.0%
COc1cc2cc(CN(CCN3CCCC3)C(=O)Nc3ccccc3Cl)c(=O)[nH]c2cc1OC	-9.0%	?	5.2%
C/C(=N/NC(=O)c1ccco1)c1cccc(NC(=O)c2ccc(C)s2)c1	-6.2%	?	-5.3%
O=S(=O)(O)c1nc2ccccc2n1Cc1ccc(Cl)cc1	-0.4%	-10.9%	3.9%
CC1CCCC(NC(=O)C2CCN(S(=O)(=O)N3CCOCC3)CC2)C1C (stereo unspecified)	-2.7%	?	0.0%
C/C(=N\NC(=O)C1CC1)c1cccnc1	-0.3%	4.6%	0.0%
Cc1nc(SCc2ccccc2F)c2oc3ccccc3c2n1	-0.9%	13µM*	nt
CC(C)c1ccc(C2N3CC4([N+](=O)[O-])CN2CC([N+](=O)[O-])(C3)C4(C)C)cc1 (stereo unspecified)	1.3%	?	-2.3%
CCCCC(=O)N(c1ccc(C(=O)O)cc1)c1nc(-c2ccc(Cl)cc2)c(CC)s1	-3.9%	?	-5.4%
COc1ccc(CNC(=O)C2=CC(c3ccc(OC)c(OC)c3)=NS(=O)(=O)N2C)cc1	-21.3%&-5.4%	?	14.3%
COc1ccc2[nH]cc(CCNc3ncncc3-c3ccccc3C(F)(F)F)c2c1	-13.4%	?	nt
CCCCCC1=NN2C(=O)CC(=O)N=C2S1	-14.5%	15.4%	5.0%
COc1cccc(CNC(=O)CSc2nc(=O)n(Cc3ccncc3)c3c2CCC3)c1	-2.1%	-1.2%	nt

Just TDP1 cell noCPT and KAT2A inh, for 2 of the compounds above:
Compound,TDP1 cell noCPT,KAT2A inh
CCC1(C)Cc2c(sc3nc(SC)n(Cc4ccccc4)c(=O)c23)CO1 (stereo unspecified),13µM*,-3.5%
CCOC(=O)c1cnc2c(c(C)nn2C)c1Oc1ccc(Cl)cc1,?,-2.0%

Carrying on:
smiles	KAT2A inh	TDP1 cell noCPT	TDP1 block
CCC(=O)N1CCc2cc(S(=O)(=O)CCC(=O)Nc3ccc(OC)cc3)ccc21	-10.7%	-3.5%	-0.1%
O=C(Cn1nc(-c2ccccc2Cl)ccc1=O)Nc1ccc(Br)cc1	0.0%	-2.3%	2.6%
COc1cc(/C=C/C(=O)N2CCCc3ccccc32)cc(OC)c1OC	0.3%	?	0.6%
COc1ccc(NC(=O)CNC(=O)Cc2cccc3ccccc23)c(OC)c1	-9.6%	-14.3%	1.9%[0.505 µM]
CC(C)(Oc1ccc(Cl)cc1)C(=O)O/N=C(\N)c1ccncc1	-1.3%	?	nt
O=C(Cc1ccccc1)c1ccc(Cl)cc1	2.4%	12.4%	1.2%
CCC(=O)NCCCC[C@H](NC(=O)OCc1ccccc1)C(=O)Nc1ccc2c(C)cc(=O)oc2c1	17.6%	nt	4.3%
COc1ccc(N2CCN(Cc3cc(=O)oc4ccc(OC)cc34)CC2)cc1	0.1%	-25.2%	4.7%
Cc1c(C)n(Cc2ccccc2)c2ccc(C(=O)OCCCN(C)C)cc12	-1.2%	20.6µM*	2.8%
CCCCCNC(=O)CCCCn1c(=O)[nH]c2cc(OCC)c(OCC)cc2c1=O	-4.0%	-22.6%	3.9%
Cc1ccccc1-c1nnn(Cc2cccc(S(=O)(=O)N3CCOCC3)c2)n1	-18.4%	?	0.4%
COc1cccc(N2C(=O)[C@H]3C(C(=O)c4cnccn4)=NN[C@H]3C2=O)c1	-8.6%	?	9.6%
O=C(c1sc2ccccc2c1Cl)N(Cc1ccccc1)C1CCS(=O)(=O)C1 (stereo unspecified)	1.4%	?	1.9%
CCOC(=O)[C@H]1[C@H]2COc3ccc(Cl)cc3[C@@H]2N2C(=O)CN(Cc3ccc(C)cc3)C(=O)[C@@]12C	-7.4%	16.4µM*	0.8%
CCN1CCN(C(CNS(=O)(=O)c2ccc(C)cc2)c2cccnc2)CC1 (stereo unspecified)	0.5%	-6.9%	0.4%
O=C(c1cc(COc2ccc(F)cc2F)on1)N1CCSCC1	0.0%	-24.3%	5.1%
Cc1cnc(C(=O)OCC(=O)Nc2cc(S(=O)(=O)N3CCOCC3)ccc2Cl)cn1	-3.9%	5.0%	-0.7%
COc1ccc(CCN(C)C(=O)CNC(=O)c2ccccc2F)cc1OC	-1.9%	-8.0%	-5.0%
O=C(NNC(=O)c1ccccc1C(F)(F)F)c1csc(N2CCOCC2)n1	-4.8%	0.6%	5.1%
COc1ccc(CNC(=O)CCn2cccn2)cc1	-2.8%	-7.2%	-0.9%
CC(=O)N/C(=C\c1ccccc1)C(=O)OC(C)C(=O)c1ccccc1 (stereo unspecified)	-2.9%	-6.8%	nt
CCOc1ccc2nc(NCCO)[nH]c2c1	-4.2%	-22.6%	4.8%
COc1ccccc1NS(=O)(=O)c1ccc(C(=O)NCC2(N(C)C)CCCCC2)cc1	-5.0%	?	nt
CC(OC(=O)CN1C(=O)c2ccccc2C1=O)C(=O)NC1CCCC1 (stereo unspecified)	-4.7%	5.6%	nt
NCCc1nnc(SCC(=O)Nc2cccc(Cl)c2)o1	-18.5%	-3.8%	3.2%
CCCCN(C)c1c(N2CCC(C(=O)OCC)CC2)c(=O)c1=O	0.0%	3.9%	2.6%
CCOc1cccc(C2NC(=S)NC(C)=C2C(=O)Nc2ccccc2)c1 (stereo unspecified)	-2.5%	23.1µM*	-5.4%
Cc1cc([N+](=O)[O-])ccc1NC(=O)Cc1ccc(F)cc1	-2.4%	-3.4%	5.3%
Cc1nc(-c2cccc(Cl)c2)n[nH]1	-1.5%	0.9%	nt
CC(=O)N1CCC(C(=O)Nc2ccc(S(=O)(=O)N3CCC(C)CC3)cc2)CC1	-24.9%	?	3.4%
COc1ccc(C(CC(=O)O)NC(=O)c2cc3ccccc3oc2=O)cc1OC (stereo unspecified)	-3.0%	nt	3.2%
COc1cccc(C(=O)Nc2ccc(C(=O)OCc3cc(=O)n4nc(C5CC5)sc4n3)cc2)c1	1.2%	-14.0%	-3.8%
Cn1c(=O)c(C(=O)NC2CCCCCC2)c(O)c2ccccc21	-7.0%	-17.3%	nt
Cc1cccc(N(CC(=O)N2CCOCC2)S(C)(=O)=O)c1C	3.1%	0.2%	5.6%
O=C(NCc1ccco1)c1ccc2ccccc2c1	2.4%	-15.6%	5.6%
COc1ccc(CNS(=O)(=O)c2ccc(S(=O)(=O)NC3CC3)cc2)cc1	-7.7%	?	6.6%
Cc1cc(C)c(C)c(OCC(=O)NCCN(C)C)c1	-0.9%	?	1.0%

Some of the entries so far, field by field.
CCCCN(C)c1c(N2CCC(C(=O)OCC)CC2)c(=O)c1=O
  KAT2A inh = 0.0%	TDP1 cell noCPT = 3.9%	TDP1 block = 2.6%
COc1ccc(C(CC(=O)O)NC(=O)c2cc3ccccc3oc2=O)cc1OC (stereo unspecified)
  KAT2A inh = -3.0%	TDP1 cell noCPT = nt	TDP1 block = 3.2%
Cc1nc(-c2cccc(Cl)c2)n[nH]1
  KAT2A inh = -1.5%	TDP1 cell noCPT = 0.9%	TDP1 block = nt
Cc1cc(C)c(C)c(OCC(=O)NCCN(C)C)c1
  KAT2A inh = -0.9%	TDP1 cell noCPT = ?	TDP1 block = 1.0%

Screening data: PubChem, National Center for Advancing Translational Sciences (NCATS)
